Compound activity deposited in PubChem BioAssay by NCI.
Growth percent in the NCI-60 one-dose screen (48 h, 10 µM unless noted): 100 = growth as untreated, 0 = no growth, -100 = all killed.
UO-31: UO-31 renal cancer | AID 1794768 | 81,000 compounds, 5.2% hits
CAKI-1: CAKI-1 renal cancer; 75,000 compounds, 4.7% hits; AID 1794772
786-0: 786-0 renal cancer cells | 81,000 compounds, 5.1% hits | AID 1794775
NCI/ADR-RES: NCI/ADR-RES ovarian cells; 81,000 compounds, 4.4% hits; AID 1794790
IGROV1: IGROV1 ovarian cancer; 79,000 compounds, 4.7% hits; AID 1794786
TK-10: TK-10 renal cancer cells; 81,000 compounds, 3.9% hits; AID 1794769
ACHN: ACHN renal cancer; 81,000 compounds, 4.9% hits; AID 1794771
SN12C: SN12C renal cancer cells. 81,000 compounds, 3.8% hits
The depositor's hits bear a star; . = not tested or not shown; & = joins results of further samples; ! = a repeat was not active. How the source made its calls: active means growth percent below 10; inactive means the rest.

mol | UO-31 | CAKI-1 | 786-0 | NCI/ADR-RES | IGROV1 | TK-10 | ACHN | SN12C
COc1ccc(C(=O)N2CCN(C(=O)c3ccc(OC)cc3)CC2)cc1 | 84 | 110 | 99 | 108 | 107 | 111 | 100 | 107
OC1(C2(O)CCCC2)CCCCC1 | 91 | . | 97 | 114 | 103 | 96 | 114 | 107
O=C(/C=C/c1ccccc1Cl)c1cccc(OCCCCOc2cccc(C(=O)/C=C/c3ccccc3Cl)c2)c1 | 84 | 93 | 103 | 103 | 93 | 118 | 98 | 96
C=CCN1C(=O)c2cccc3c(-c4ccc5c(c4)ncn5C4CCCCC4)ccc(c23)C1=O | 34 | 52 | 59 | 40 | 67 | 70 | 55 | 61
CCN(CC)CCOC(=O)c1cccnc1 | 86 | 100 | 100 | 101 | 103 | . | 99 | 96
N#Cc1nc(-c2ccccc2)oc1N1CCC[C@@H]1CO | 87 | 92 | 100 | 98 | 99 | 111 | 113 | 93
NC(N)=N/N=C/c1ccccc1O | 88 | 100 | 116 | 104 | 118 | 121 | 118 | 105
O=C(N/N=C/c1ccc(-c2ccc(O)cc2)o1)c1[nH]c2ccc(Br)cc2c1-c1ccccc1 | 1.6* | 5.9* | -17* | -12* | -17* | 1.7* | -22* | -58*
COc1cccc(-c2nn(-c3ccccc3)cc2-c2ccnc(NCCNS(=O)(=O)c3cccc(F)c3)c2)c1 | 16 | 36 | 26 | 22 | 38 | 37 | 22 | 34
CCCCCCCCCC(=O)OCCCC(CCC(C)OC(=O)CCCCCCCCC)OC(=O)CCCCCCCCC (configuration not stated) | 94 | 105 | 109 | 99 | 103 | 100 | 102 | 96
Cc1[nH]c2ccccc2c1C1Cc2ccccc2N1 (configuration not stated) | 69 | . | 102 | 98 | 89 | 115 | 104 | 97
Nn1c(N/N=C/c2cccnc2)n[nH]c1=S | 63 | 72 | 92 | 111 | 97 | 68 | 103 | 91
NC(=O)CC[n+]1ccccc1 | 99 | 94 | 100 | 100 | 113 | 110 | 98 | 99
CC12CCC(=O)N1CCc1[nH]cnc12 (configuration not stated) | 93 | 98 | 101 | 101 | 98 | 89 | 110 | 98
Cc1cc(C)nc(NS(=O)(=O)c2ccc(Nc3nc4nc(Nc5cccc(O)c5)nc(-c5ccc(O)cc5O)c4c(=O)[nH]3)cc2)n1 | 101 | 89 | 98 | 110 | . | 124 | 118 | 106
CCCCn1c(=O)c(C(c2c(O)c3cc(C)ccc3oc2=O)c2cn(Cc3ccccc3)c3ccc(F)cc23)cc2cc(Cl)ccc21 (configuration not stated) | 89 | 90 | 102 | 103 | 97 | 97 | 99 | 95
CCCCC[n+]1ccc(SCC(=O)N(Cc2ccccc2)c2ccc(OC)cc2)c2ccccc21 | 94 | 98 | 112 | 108 | 107 | 108 | 94 | 93
CCCCOP(=O)(COP(=O)(OC(C)C)OC(C)C)OCCCC | 102 | 89 | 115 | 113 | . | 118 | 102 | 101
COc1ccc(/C=C/C(=O)c2ccc(NC(=O)CSc3nnc(-c4cc(-c5ccccc5)nc5ccccc45)n3-c3ccccc3)cc2)cc1 | 100 | 90 | 95 | 97 | 111 | 112 | 96 | 93
Cn1c(O)c(N=Nc2nc(-c3cc4ccccc4oc3=O)cs2)c2ccccc21 | 91 | 87 | 101 | 101 | 101 | 113 | 98 | 94
O=C(c1ccc(Cl)cc1)C1[C@H](c2ccccc2Cl)[C@@H](c2ccccc2)NC12C(=O)Nc1ccccc12 (some centres not stated) | 3.3* | 3.7* | -58* | -63* | -2.3* | 12 | 1.1* | -89*
O=[N+]([O-])c1ccc(Sc2cccc[n+]2[O-])c2nonc12 | 49 | 102 | 93 | 85 | 6.6* | 133 | 95 | 94
COc1cc(/C(Cl)=N/N=C(\Cl)c2ccc(NC(=O)CO)cc2)cc(OC)c1OC | 78 | . | 107 | 94 | 104 | 92 | . | 99
COc1ccc(C(=O)NCCNc2nccc(-c3c(-c4ccc(F)cc4)nc4sccn34)n2)cc1OC | 38 | 64 | 62 | 93 | 31 | 43 | 45 | 69
OCCc1c[nH]c2ccccc12 | 75 | 102 | 100 | 108 | 113 | 104 | 106 | 98
CCCCNCCCC | 88 | 106 | 106 | 107 | 108 | 105 | 101 | 100
CC(=O)OCC(=O)[C@@]1(O)CCC2C3CCC4=CC(=O)C=C[C@]4(C)[C@@]3(Cl)[C@@H](Cl)C[C@@]21C (some centres not stated) | 82 | 87 | 92 | 86 | 86 | 117 | 85 | 67
COc1ccc(CNc2ccc(NCc3ccc(OC)c(OC)c3OC)cc2)c(OC)c1OC | 97 | 98 | 105 | 99 | 112 | 87 | 102 | 94
Cc1cccc(CSc2ncnc3nc[nH]c23)n1 | 96 | 67 | 90 | 94 | 108 | 87 | 105 | 108
COC(=S)SCN(CSC(=S)OC)c1ccccc1Cl | 75 | 90 | 99 | 104 | 100 | 98 | 100 | 95

In a second layout: six of the compounds above
Value order – UO-31, CAKI-1, 786-0, NCI/ADR-RES, IGROV1, TK-10, ACHN, SN12C
- OC1(C2(O)CCCC2)CCCCC1
→ 91, ., 97, 114, 103, 96, 114, 107
- O=C(/C=C/c1ccccc1Cl)c1cccc(OCCCCOc2cccc(C(=O)/C=C/c3ccccc3Cl)c2)c1
→ 84, 93, 103, 103, 93, 118, 98, 96
- C=CCN1C(=O)c2cccc3c(-c4ccc5c(c4)ncn5C4CCCCC4)ccc(c23)C1=O
→ 34, 52, 59, 40, 67, 70, 55, 61
- CCN(CC)CCOC(=O)c1cccnc1
→ 86, 100, 100, 101, 103, ., 99, 96
- N#Cc1nc(-c2ccccc2)oc1N1CCC[C@@H]1CO
→ 87, 92, 100, 98, 99, 111, 113, 93
- NC(N)=N/N=C/c1ccccc1O
→ 88, 100, 116, 104, 118, 121, 118, 105

Later entries
mol | UO-31 | CAKI-1 | 786-0 | NCI/ADR-RES | IGROV1 | TK-10 | ACHN | SN12C
O=C(NC1CCCCC1)c1csnn1 | 90 | 101 | 106 | 103 | 120 | 105 | 104 | 92
CCCCC1COc2cccc3c2N1C=C/C3=C\C(=O)N1CCCc2ccccc21 (configuration not stated) | 75 | 90 | 99 | 94 | 81 | 115 | 99 | 91
CC(C)(O)C(O)c1ccccc1 (configuration not stated) | 90 | 105 | 99 | 106 | 104 | 106 | 103 | 93
C=C(C)[C@@H]1CC[C@]2(COC(=O)c3cccnc3)CC[C@]3(C)[C@H](CC[C@@H]4[C@@]5(C)CCCNC(C)(C)[C@@H]5CC[C@]43C)[C@@H]12 | 67 | 63 | 89 | 100 | 97 | 112 | 93 | 92
Cc1cc(=O)n2c(-c3cccc([N+](=O)[O-])c3)nc3c4ccccc4ccc3n12 | 64 | 88 | 104 | 97 | 105 | 136 | 72 | 85
COC(=O)/C=C/NC(=O)c1ccccc1C(=O)OC | 91 | 76 | 93 | 93 | 98 | 111 | 96 | 91
COc1ccc(-c2nnc3c(/C=C/c4ccc(F)cc4)nc4ccccc4n23)cc1 | 61 | 73 | 71 | 101 | 77 | 74 | 89 | 78
CC(=O)Nc1ncc2c(n1)-c1ccc(C(=O)OC(C)C)n1CC2 | 92 | 89 | 95 | 101 | 109 | 85 | 94 | 100
CCCCCCOc1ccccc1C(N)=O | 84 | 81 | 91 | 98 | 99 | 100 | 104 | 97
O=C(Nc1ccc2ncnc(Nc3cccc(C(F)(F)F)c3)c2c1)c1cccs1 | 51 | . | 57 | 56 | 33 | 47 | 47 | 68
O=C(Nc1ccc(Cl)c(Cl)c1)OCc1ccco1 | 36 | 25 | 58 | 34 | 53 | 58 | 32 | 49
NC(=S)N/N=C/c1ccc(Cl)s1 | 100 | 98 | 105 | 108 | 106 | 105 | 109 | 101
N#Cc1c(-c2cc(=O)oc3ccc(Cl)cc23)c(C#N)c2c(C#N)c(N)nn2c1N | 88 | . | 97 | 107 | 98 | 96 | 108 | 106
N#CC(C#N)=CN | 90 | 93 | 103 | 108 | 108 | 103 | 96 | 94
COc1ccc2sc3cccc(NCCN(C)C)c3c(=O)c2c1 | -2.6*! | -30*! | 1.8*! | 15&49 | -2.4*! | 32&36 | -28*! | 9.5*!
C/C(=N\Nc1ccc(C(=O)O)cc1)c1cnn(-c2cc(=O)[nH]c3ccc(Br)cc23)c1C | 61 | 85 | 111 | 112 | 103 | 158 | 97 | 96
COc1ccc2nc(N)ccc2c1 | 61 | 101 | 120 | 102 | 63 | 137 | 90 | 76
C[C@@H]1O[C@@H](O[C@@H]2C[C@H](c3ccc4c(c3O)C(=O)C3=C(C4=O)[C@@]4(O)C(=O)C[C@](C)(O)C[C@@]4(O)C=C3)O[C@H](C)[C@H]2O)C[C@H](O)[C@H]1O | 78 | 87 | 103 | 98 | 83 | 105 | 101 | 92
Nc1ncc(-c2ccc3ncnc(N4CCc5ccc(Cl)cc54)c3c2)cn1 | -22* | 6.0* | -0.9* | 3.7* | -48* | -30* | 3.1* | 7.4*
Clc1cc(Cl)c(Cl)c(-c2nc(-c3cccnc3)cs2)c1 | . | 49 | 99 | 85 | 50 | 83 | 62 | 94
COc1ccc2c(c1)C1=NN(C(=O)CO)[C@H](c3ccc(OC(F)(F)F)cc3)[C@@H]1CC2 | 53 | 116 | 103 | 86 | 72 | 162 | 88 | 100
O=C1N/C(=N\c2nccs2)S/C1=C\C=C/c1ccccc1 | 25 | 35 | 31 | 37 | 30 | 35 | 23 | 39
Cc1cc2nc(-c3ccccc3)c(-c3ccccc3)nc2cc1C | 113 | 99 | 95 | 93 | 112 | 125 | 114 | 93
Nc1cc(C(Cl)=C(Cl)Cl)c(S(N)(=O)=O)cc1S(N)(=O)=O | 80 | 89 | 103 | 99 | 104 | 108 | 101 | 109
COc1cc(OC)c(/C=C/C(=O)c2c(O)cc(OC)c(C3CCN(C)CC3)c2OC)c(OC)c1 | -76* | -63* | -98* | -19* | 29 | -83* | -98* | 4.9*
CN(C)c1nc(-c2cccs2)n2nc(-c3ccco3)cc2n1 | 58 | 86 | 96 | 93 | 81 | 103 | 97 | 92
COc1cccc(-c2nn(C(C)(C)C)cc2-c2ccnc(NCCCNS(=O)(=O)c3ccc(C)cc3)c2)c1 | 85 | 93 | 103 | 98 | 111 | 99 | 102 | 103
CC(=O)Nc1c(C)cc(C)cc1C | 95 | 92 | . | 100 | 110 | 104 | 107 | 111
Oc1[nH]c2ccccc2c1N=NC(=S)N=Nc1c(O)[nH]c2ccccc12 | 84 | 94 | 99 | 108 | 99 | 124 | 102 | 107
COc1cc2oc(-c3cccc(NC(=O)c4ccccc4)c3)cc(=O)c2c(OC)c1OC | 51 | 87 | 78 | 75 | 78 | 91 | 62 | 76

Arranged by formula weight (ascending): some entries from above
mol | UO-31 | CAKI-1 | 786-0 | NCI/ADR-RES | IGROV1 | TK-10 | ACHN | SN12C
N#CC(C#N)=CN | 90 | 93 | 103 | 108 | 108 | 103 | 96 | 94
CC(=O)Nc1c(C)cc(C)cc1C | 95 | 92 | . | 100 | 110 | 104 | 107 | 111
C[C@@H]1O[C@@H](O[C@@H]2C[C@H](c3ccc4c(c3O)C(=O)C3=C(C4=O)[C@@]4(O)C(=O)C[C@](C)(O)C[C@@]4(O)C=C3)O[C@H](C)[C@H]2O)C[C@H](O)[C@H]1O | 78 | 87 | 103 | 98 | 83 | 105 | 101 | 92

The listing continues.
mol | UO-31 | CAKI-1 | 786-0 | NCI/ADR-RES | IGROV1 | TK-10 | ACHN | SN12C
Cc1ccc(NC(=O)N2CC2C)cc1NC(=O)N1CC1C (configuration not stated) | 88 | 103 | 108 | 106 | 114 | 115 | 104 | 100
C[n+]1ccccc1/C=C\c1c[nH]c2ccccc12 | 41 | 86 | 104 | 106 | 70 | 81 | 101 | 94
CCOP(=O)(OCC)c1nc(-c2ccccc2)oc1N1CCCCC1 | 79 | 100 | 106 | 104 | 99 | 105 | 105 | 99
CC1=C(C(=O)OCc2ccccc2)C(c2ccc3c(c2)OCO3)NC(=S)N1C (configuration not stated) | 84 | 88 | 95 | 92 | 101 | 108 | 102 | 92
C=C1C(=O)O[C@H]2[C@H]1CC/C(CNC(=O)/C1=C/CC[C@@]3(C)O[C@H]3[C@H]3OC(=O)C(=C)[C@@H]3CC1)=C\CC[C@@]1(C)O[C@@H]21 | 96 | . | 93 | 100 | 102 | 102 | 98 | 97
CC(C)(C)C1CCc2[nH]c(=O)c(C#N)c(C#N)c2C1 (configuration not stated) | 100 | 95 | 98 | 102 | 130 | 112 | 107 | 110
O=c1[nH]c2ccccc2cc1-c1nnc(-c2ccc(Cl)cc2)o1 | 58 | . | 93 | 94 | 84 | 168 | 95 | 110
O=C(Oc1ccc(Br)cc1)c1ccc([N+](=O)[O-])cc1 | 83 | 97 | 105 | 104 | 111 | 105 | 110 | 98
Nc1cc(C(=O)Nc2ccc(C3=NCCN3)cc2)ccc1C(=O)Nc1ccc(C2=NCCN2)cc1 | 84 | 91 | 93 | 100 | 103 | 90 | 99 | 93
COc1cccc(NC(=O)c2sc3nc4c(cc3c2N)CN(Cc2ccccc2)CC4)c1 | 43 | . | 37 | 63 | 44 | 80 | 54 | 74
O=S(=O)(O)C(c1ccccc1)C1(O)CCCCC1 (configuration not stated) | 85 | 114 | 109 | 106 | . | 116 | 109 | 112
Cc1ccc(N2CCN(CC(O)COc3ccccc3C)CC2)cc1 (configuration not stated) | 86 | 105 | 100 | 115 | 101 | 112 | 107 | 100
COc1cc(O)c2c(c1)[C@H]1O[C@@H]1C[C@H](O)[C@H](O)C(=O)/C=C\C[C@H](C)OC2=O | 20 | . | 66 | 79 | 39 | 49 | 45 | 53
OC1CCc2c(-c3ccc4ncnc(N5CCc6cc(F)c(Cl)cc65)c4c3)cncc21 (configuration not stated) | 19 | 23 | 44 | 51 | -13* | . | 19 | 39
O=C(CCCCCCNC(=O)c1csc(Br)n1)NO | 23 | 21 | 72 | 9.1* | 36 | -3.9* | 14 | 73
